CR mimetic SO = reduction of superoxide in aged yeast, primary screen, HTS; S. cerevisiae aged cells, superoxide DHE fluorescence; stronger effect = lower value; 330,000 compounds, 0.18% hits; superoxide response (% of plate mean), % at 10 µM;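 active = superoxide response under a set limit, about three screen SD below normal, cut at about 65% in these data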;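 note: yeast aged for seven days with compound at 30 °C before DHE staining; 100% = average MFI of all compound-treated wells on the plate with controls excluded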
GLD-1 RNA inh = GLD-1/TGE RNA complex disruptors, primary screen, biochemical, fluorescence polarization | Female germline-specific tumor suppressor gld-1 (Caenorhabditis elegans), Q17339 | inhibition, % at 5.96 µM | purified GLD-1 + fluorescein TGE RNA | 320,000 compounds, 0.44% hits;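 active = percent inhibition above a per-plate cutoff, the plate mean of test compounds plus 3 SD, cut at about 30% in these data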;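 note: 0% = DMSO wells with GLD-1 and probe and 100% = wells lacking GLD-1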
Target sequence (Q17339 whole entry, looked up): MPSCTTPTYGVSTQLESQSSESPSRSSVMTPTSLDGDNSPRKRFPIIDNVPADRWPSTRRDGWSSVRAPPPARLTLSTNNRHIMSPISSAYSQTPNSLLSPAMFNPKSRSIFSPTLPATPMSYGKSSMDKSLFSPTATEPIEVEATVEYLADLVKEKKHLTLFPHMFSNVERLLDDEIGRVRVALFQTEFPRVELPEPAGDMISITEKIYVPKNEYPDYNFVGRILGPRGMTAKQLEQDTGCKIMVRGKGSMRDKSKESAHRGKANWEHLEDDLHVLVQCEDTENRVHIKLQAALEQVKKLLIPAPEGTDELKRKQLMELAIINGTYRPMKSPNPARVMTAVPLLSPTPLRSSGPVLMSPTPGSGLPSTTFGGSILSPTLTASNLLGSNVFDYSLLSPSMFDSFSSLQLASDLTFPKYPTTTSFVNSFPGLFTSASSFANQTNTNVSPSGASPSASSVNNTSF
Fam108B inh = mouse Fam108B serine hydrolase inhibitors, primary screen, counter-screen for RBBP9 inhibitor project, biochemical, fluorescence polarization | recombinant Fam108B, FP-Rh probe fluorescence polarization | inhibition, % at 9.51 µM | 300,000 compounds, 0.33% hits;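 active = inhibition above the screen mean inhibition plus 3 SD, computed separately per campaign, cut at about 18% in these data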;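 note: inhibitors lower polarization as less probe binds the enzyme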
Bcl-xL primary = inhibitors of human Bcl-xL, primary screen, biochemical, fluorescence polarization, HTS; Bcl-2-like protein 1 (Homo sapiens), Q07817; GST-Bcl-xL / FITC-Bim BH3 peptide fluorescence polarization; inhibition, % at 10.9 µM; 320,000 compounds, 0.7% hits;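 active = inhibition above the mean of all tested compounds plus 3 SD, cutoff set per campaign, cut at about 30% in these data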;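 note: 0% = DMSO wells and 100% = unlabeled Bim-BH3 peptide competitor; inhibitors lower millipolarization by displacing the labeled peptide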
Target sequence (Q07817 whole entry, looked up): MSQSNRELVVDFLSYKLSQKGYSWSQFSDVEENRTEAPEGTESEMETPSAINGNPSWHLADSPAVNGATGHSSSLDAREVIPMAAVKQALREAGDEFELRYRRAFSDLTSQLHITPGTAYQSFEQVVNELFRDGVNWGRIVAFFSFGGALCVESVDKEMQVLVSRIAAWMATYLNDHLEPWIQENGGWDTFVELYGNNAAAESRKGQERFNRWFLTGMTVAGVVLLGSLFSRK
Efflux pump inh = inhibitors of Candida efflux pumps in yeast, primary screen, S. cerevisiae, Nile Red, multiplex; inhibition, % at 10 µM; AID 485275, 2010; S. cerevisiae Candida pump triplex; 330,000 compounds, 0.44% hits;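 active = plate passing quality check with inhibition over a set limit, or well fluorescence over plate mean plus 4 SD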;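 note: Nile Red retained in pooled yeast measured as flow cytometry median fluorescence; 0% = buffer negative control and 100% = Enniatin B positive control; higher means more Nile Red kept so more efflux inhibition; some compounds called inactive have numbers as strong as hits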
MCL1-BIM inh = inhibitors of MCL1 binding to BIM-BH3, primary screen, biochemical, fluorescence polarization; AID 2057, 2009; GST-MCL1 / FITC-Bim-BH3 fluorescence polarization; inhibition, % at 10.9 µM; 320,000 compounds, 0.68% hits; Induced myeloid leukemia cell differentiation protein Mcl-1 (Homo sapiens), Q07820;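 active = inhibition above the mean inhibition of all tested compounds plus 3 SD, set per campaign, cut at about 40% in these data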;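 note: 0% = DMSO wells and 100% = unlabeled Bim-BH3 peptide control; higher means more loss of mP so more displacement of Bim peptide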
Target sequence (Q07820 whole entry, looked up): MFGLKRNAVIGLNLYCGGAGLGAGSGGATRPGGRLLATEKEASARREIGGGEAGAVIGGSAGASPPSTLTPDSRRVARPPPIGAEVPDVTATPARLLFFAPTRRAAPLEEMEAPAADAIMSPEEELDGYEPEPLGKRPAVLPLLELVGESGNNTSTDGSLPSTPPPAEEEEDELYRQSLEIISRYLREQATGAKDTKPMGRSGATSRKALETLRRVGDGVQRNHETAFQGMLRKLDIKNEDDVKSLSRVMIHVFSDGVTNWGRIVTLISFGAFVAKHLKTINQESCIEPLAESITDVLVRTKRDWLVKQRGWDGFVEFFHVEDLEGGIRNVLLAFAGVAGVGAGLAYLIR
EBNA-1 inhibitor = EBNA-1 DNA-binding inhibitors, primary screen, biochemical, fluorescence polarization | AID 1950, 2009 | 300,000 compounds, 0.34% hits | inhibition, % at 14.8 µM; in the data active = inhibition above about 28%
ZTA DNA inh = counter-screen for EBNA-1 inhibitors: inhibitors of Epstein-Barr virus ZTA; ZTA-DNA binding, fluorescence polarization; inhibition, % at 11 µM; 320,000 compounds, 0.15% hits; in the data active = inhibition above about 33%
MEX-5 binding = MEX-5 zinc finger RNA-binding disruptors – biochemical, C. elegans, fluorescence polarization, MLPCN library, primary screen; activity score (negative = inhibition of binding), % at 10 µM; MEX-5/FITC-TCR2 RNA binding; stronger effect = lower value; Zinc finger protein mex-5 (Caenorhabditis elegans), Q9XUB2; 300,000 compounds, 0.38% hits;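 active = inhibition past about -25% in most replicates, and total fluorescence under double the plate's negative control median, limit read from the data; inconclusive = replicates evenly split on the limit, or fluorescence at least double controls; inactive = too little inhibition in most replicates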;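 note: 0% = DMSO and -100% = 5 µM competing unlabeled TCR2 RNA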
* = called active by the depositor; ? = inconclusive; · = no result given.

SMILES	CR mimetic SO	GLD-1 RNA inh	Fam108B inh	Bcl-xL primary	Efflux pump inh	MCL1-BIM inh	EBNA-1 inhibitor	ZTA DNA inh	MEX-5 binding
Cc1cccc(C)c1NC(=O)NC1(C(=O)N2CCN3CCCC3C2)CCCCC1 (stereo not given)	97	1	-1	4	-0.1	-1	-2	-3	1.2
COC1C=CC(CNC(=O)c2cc3c(=O)n4cccc(C)c4nc3n2C)(OC)O1 (stereo not given)	114	9	1	4	-0.1	5	-13	-12	-3.5
Cn1cnnc1SCC(=O)NCCc1ccccc1	110	-2	-1	-4	0.1	-6	-16	-9	2.8
Cc1cc(C(=O)N/N=C\c2cc(C(C)(C)C)ccc2O)n[nH]1	92	-4	5	4	0.0	9	-2	5	-2.9
CC(C)CC(=O)Nc1ccc(C(=O)Cn2nc(C(=O)O)c3ccccc3c2=O)cc1	104	-1	-14	2	0.2	3	-3	-1	1.2
O=C(Nc1c(C(=O)O)[nH]c2ccccc12)c1cccc(C(F)(F)F)c1	107	2	7	3	-0.4	-5	3	-2	-1.5
CCN(CC)CCCNc1cc2n(c(=O)n1)CCc1cc(OC)c(OC)cc1-2	113	-25	2	11	0.2	4	-13	-4	3.5
CCCSc1nc(N)nc(-c2cccs2)c1C#N	106	-4	-4	0	-0.1	-5	5	5	0.0
CCOC(=O)C1CCN(Cc2cnc(Oc3ccc(Cl)cc3C)s2)CC1	69	5	0	2	-0.1	5	4	3	1.9
Cc1ccc2oc(NC(=O)N3CCOCC3)cc(=O)c2c1	95	-1	-3	0	0.0	2	3	3	0.3
N#Cc1cc(C(=O)c2cc(Br)ccc2O)cn(Cc2ccccc2)c1=O	81	-14	-1	0	0.0	-5	1	8	0.3
COCCN(CCOC)c1nc(N)c2c(N)nc3c(c2c1C#N)CC(=O)N3Cc1ccc(Cl)cc1	93	5	13	21	-0.3	57*	-2	-13	1.7

Part of the list above, showing only CR mimetic SO and Fam108B inh.
molecule,CR mimetic SO,Fam108B inh
CCN(CC)CCCNc1cc2n(c(=O)n1)CCc1cc(OC)c(OC)cc1-2,113,2
COCCN(CCOC)c1nc(N)c2c(N)nc3c(c2c1C#N)CC(=O)N3Cc1ccc(Cl)cc1,93,13

The list goes on:
SMILES	CR mimetic SO	GLD-1 RNA inh	Fam108B inh	Bcl-xL primary	Efflux pump inh	MCL1-BIM inh	EBNA-1 inhibitor	ZTA DNA inh	MEX-5 binding
c1ccc2c(c1)ccc1nnc(SCc3ccc4c(c3)OCO4)n12	105	-1	-3	0	-0.1	2	1	-1	2.2
O=[N+]([O-])c1ccc(Oc2ncccn2)cc1	95	-2	-1	-1	0.2	-4	-2	13	-1.5
CNC(=O)C(NC(=O)c1ccccc1)=C(C)C	86	2	2	6	-0.2	6	-3	-8	0.9
CC(=O)c1cnc2nc(SCc3ccc(C)cc3)nn2c1C	99	6	5	1	-0.1	5	-3	3	-0.7
COc1ccc(/C=C2/C(=O)N(Cc3ccccc3)N=C2C)cc1	116	0	0	3	-0.1	-9	-2	2	-0.8
COc1ccc(Cl)c2sc(N(CCN(C)C)C(=O)c3ccc4c(c3)OCCO4)nc12	93	4	-2	0	0.0	-14	17	6	1.2
CSc1nc(C(=O)N2CCCC(C(=O)c3ccc(Cl)cc3)C2)cs1 (stereo not given)	110	6	-4	5	0.0	-3	-12	-30	1.2
CCOC(=O)c1c(NC(=O)c2ccc(Br)o2)sc2c1CCCC2	114	2	-7	-1	-0.2	0	10	10	-3.1
Cc1cc(C)nc(N/N=C/c2ccc(Cl)cc2)n1	96	1	0	1	0.2	3	0	-7	1.3
O=C(CN1C(=O)C2CC=CCC2C1=O)Nc1nnc(SCc2ccc(F)cc2)s1 (stereo not given)	102	8	-4	0	-0.1	-5	4	1	3.3
COc1ccc(NS(=O)(=O)c2ccc(C)c(C(=O)N(C)CC(=O)Nc3cccc(OC)c3)c2)cc1	101	6	0	1	-0.1	5	4	-7	1.9
CCOC(=O)c1ccc(NC(=O)N2CCN(S(C)(=O)=O)CC2)cc1	141	-4	1	6	0.2	3	-18	2	-0.4
COc1ccc(C(=O)Nc2nc3ccc4nc(C)sc4c3s2)cc1	100	2	-24	-7	-0.5	-15	7	8	1.2
CN1C(=S)SC2CS(=O)(=O)CC21C (stereo not given)	112	-10	4	-1	0.3	5	-9	-12	1.8
CCOc1cc(/C=C2\SC(=O)N=C2N)ccc1O	100	-106	-5	-9	0.4	-26	-12	-3	3.8
Cc1ccc(CN2CCN(c3ccccc3Cl)CC2)o1	111	4	0	6	-0.1	-2	2	3	-2.8
Cc1cc(NS(=O)(=O)c2ccc(NC(=O)CCCOc3ccccc3)cc2)no1	106	1	0	6	-0.2	12	-7	1	-1.7
Clc1ccc(-c2noc(CCCOc3ccccc3)n2)cc1	106	5	-1	0	0.1	-2	10	-1	-3.8
C=CCNC(=O)CC(=O)N/N=C/c1ccc(F)cc1	104	-1	1	0	-0.1	5	-4	5	0.7
CC(NS(=O)(=O)c1ccc(F)cc1)C(=O)NCc1ccncc1 (stereo not given)	104	-1	4	1	0.2	9	-5	10	-2.1
O=C(CN1C(=O)c2ccccc2C1=O)Nc1ccc(S(=O)(=O)NCC2CCCO2)cc1 (stereo not given)	104	4	-1	5	-0.1	5	6	-12	0.5
COC(=O)c1sccc1S(=O)(=O)N1CCCC(N(C)CCc2ccccn2)C1 (stereo not given)	97	8	-6	2	0.1	-3	-16	-10	1.6
O=P(O)(O)c1ccccc1OCCOCCOc1ccccc1P(=O)(O)O	79	-3	5	2	-0.2	-4	1	-12	·
Cc1nc(-c2cnn(-c3ccccc3)c2)c2cc(C)oc2n1	102	1	-3	3	0.2	7	-5	3	2.8
C/C=C/C=C/[C@H]1Cc2cc(O)cc(O)c2O1	102	88*	3	60*	-0.3	67*	1	6	-8.7
Clc1ccc(OCc2nc(-c3ccncc3)no2)c(Cl)c1	96	8	0	5	-0.2	3	-2	-1	-0.3
Cc1cccc(-c2noc(CCC(=O)Nc3ccccc3)n2)c1	79	1	-6	2	-0.1	3	8	-6	3.5
CC(C)CC(CO)N1CCN(C(=O)c2ccc(Cl)cc2Cl)CCC1=O (stereo not given)	93	4	2	7	0.0	-1	0	1	-0.9
CC1=NOC(=O)/C1=C/c1ccc(N(C)C)cc1	94	-193	-1	-99	-0.1	-161	-1	-4	9.3
O=C(c1cccc(S(=O)(=O)N2CCCCCC2)c1)N1CCN(c2ccccc2)CC1	106	-3	1	4	-0.1	1	-2	-11	-2.4
Cc1cccc(N(CC(=O)N/N=C/c2ccc(OCC(=O)NCc3ccco3)cc2)S(C)(=O)=O)c1C	96	-1	3	5	-0.2	13	1	-3	1.4
COc1ccc(/C=C2\N=C(c3ccc(C)cc3)OC2=O)cc1	99	1	2	2	-0.3	10	4	-4	-7.3
COc1ccc(NC(=O)CN2C(=O)CSC2=O)cc1	119	5	-3	1	-0.1	1	3	23	1.9
COc1ccccc1NC(=O)c1ccc2snnc2c1	80	-2	0	-2	-0.1	4	-13	-3	0.6
CCN(CC)C(=O)CSc1nnc(-c2ccc(S(=O)(=O)NCc3ccccc3Cl)cc2)o1	93	4	0	0	0.0	5	12	11	0.7
O=c1cc(CO)oc(C(Nc2ccccn2)c2ccccc2Cl)c1O (stereo not given)	80	7	3	4	-0.1	28	-9	3	-0.3
CC(C)COc1ccc(C(=O)NC(=S)Nc2ccc(CN3CCOCC3)cc2)cc1	132	-5	0	1	-0.4	-3	-4	-8	1.7
CC1CN(C(=O)CN2C(=O)NC3(CCCCCC3)C2=O)CC(C)O1 (stereo not given)	110	1	0	7	0.0	2	2	8	-4.2
CCOc1ccc(C2C(C#N)=C(N)Oc3nc[nH]c(=O)c32)cc1 (stereo not given)	96	0	0	8	0.0	4	-1	-7	-1.5
CC(C)(C)n1nc2c(c1NC(=O)c1ccc(S(=O)(=O)N3CCCCC3)cc1)CS(=O)C2 (stereo not given)	89	-1	1	-8	0.1	-15	7	0	·
CCCCCNC(=O)c1c[nH]c2ccc(S(=O)(=O)N3CCC4(CC3)OCCO4)cc2c1=O	100	6	-1	0	-0.1	9	29*	5	0.6
COc1ccc(C2NCCc3c2[nH]c2ccccc32)cc1CSc1nc2ccccc2s1 (stereo not given)	107	-3	-3	-1	0.7	-2	9	16	4.2
COc1ccccc1-n1cnnc1SCC(=O)Nc1cc(C)on1	94	2	-4	-1	0.2	-2	8	-1	-2.1
O=C(O)CNC(=S)N(Cc1ccccc1)Cc1cccs1	129	-2	2	9	-0.1	10	-7	-16	-0.3
COc1ccc(C2c3ccc(O)cc3Oc3ncn(CCCO)c(=N)c32)cc1 (stereo not given)	102	3	-7	0	0.2	2	0	9	4.1
CN1CCC(N(C)S(=O)(=O)c2ccc(NC(=O)COc3ccc(F)cc3Cl)cc2)CC1	102	-3	7	-11	-0.1	-20	4	-7	0.8
CCCSc1nnc2n(N)c(=O)c3ccccc3n12	103	0	-1	6	0.0	1	8	1	1.7
CC(=O)c1cccc(N(CC(=O)NC2CCCC2)C(=O)CNC(=O)c2cccs2)c1	89	-1	2	2	-0.1	4	-4	-12	0.4
COCCNC(=O)COc1ccc(C)c(C)c1	92	-1	-7	-4	0.1	-12	-10	-8	5.1
COc1ccccc1NC(=O)NCc1ccccc1F	86	3	1	6	0.2	11	-6	-1	-0.3
CC(=O)CCN1C(=O)NC2(CCCc3ccccc32)C1=O (stereo not given)	101	0	-2	3	-0.2	-4	-8	-3	-0.3
CC(C)(C)C(=O)Nc1nc(-c2ccccc2)ns1	101	-5	4	-1	0.1	2	-11	-6	1.1
CCOC(=O)c1c2c3c(cccc3n(C)c1=O)C(=O)c1ccccc1-2	98	32*	11	55*	0.0	54*	-7	6	?
Cc1nc2c(C)cccn2c1/C(O)=C1\C(=O)C(=O)N(CCN(C)C)C1c1ccncc1 (stereo not given)	118	11	0	7	0.1	0	-1	11	-3.4
COc1ccccc1CC(=O)NCCc1ccccc1	101	0	-1	7	-0.1	3	1	2	0.3
C/C(=N\NC(=O)CCc1c[nH]c2ccccc12)c1cccc([N+](=O)[O-])c1	89	4	0	-4	0.0	-7	2	-29	0.7
Cc1ccc(Cn2c(=O)c3cccnc3n(CC(=O)Nc3cccc(C(F)(F)F)c3)c2=O)cc1	100	-1	-33	0	-0.6	-4	20	11	-0.2
Cc1cc2oc(=O)cc(CN3CCC(C)CC3)c2c(C)c1Cl	94	-5	2	2	-0.1	0	1	-3	0.6
Cc1cnc(C(=O)Nc2ccc(C)c(S(=O)(=O)N(C)C)c2)cn1	85	1	-8	-1	1.4	4	8	-3	-2.1
CCN(C(=O)COC(=O)c1c2c(nc3ccccc13)/C(=C/c1ccccc1)CC(C)C2)C1CCS(=O)(=O)C1 (stereo not given)	107	5	-5	-5	0.0	-11	0	12	3.2
Cc1ccc(C2=NCCn3c2c2ccc(C(F)(F)F)cc2[n+]3[O-])cc1	70	-3	3	5	0.0	6	-7	-1	1.7
COc1ccc(Nc2oc(-c3ccccc3Cl)nc2C#N)cc1	121	1	-1	7	0.1	7	-7	-3	2.4
